Nrf2 inh – Nrf2 pathway inhibition; A549 ARE-Fluc reporter, luciferase luminescence, 18-24 h; Potency, µM (series often up to 46 µM), for inactives: top-dose activity change, negative = inhibition, actives largely listed as inhibitors; hit rate 2.1% among 360,000; note: potency is the fitted concentration of half-maximal effect; % is set by controls: 0 for no effect and ±100 for the full control effect; nearly all actives have a fitted effect of over 60% in size
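Nrf2 function is reported as luminescence of an ARE-controlled luciferase in A549 cells. Compounds were tested at several concentrations, and a CellTiter-Fluor read on the same wells flagged cytotoxicity.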
IL1B secr inh – inflammasome signaling inhibition, IL-1 beta readout. THP-1 LPS/ATP IL-1B secretion, AlphaLISA, 16 h; stronger effect = lower value. hit rate 4.7% among 360,000. activity change, % at 57.5 µM; in the data active = activity change below about -50%; inconclusive = mostly about -30% to -49%; note: % is set by controls: 0 for no effect and ±100 for the full control effect
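Secreted IL-1B measured by AlphaLISA bead assay after 16 h compound exposure of THP-1 cells; compounds (final up to 57.5 uM) added 1 h before LPS (250 ng/mL) and ATP (1.25 mM) stimulation; lower signal means less secretion.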
Nrf2 activator – activates Nrf2 signaling; AREc32 ARE-luciferase reporter (MCF7-derived line), luminescence, 24 h; Potency, µM (doses to about 46.1 µM), inactives show at the top dose activation, hits mostly activators; hit rate 0.31% among 410,000; note: potency is the fitted concentration of half-maximal effect; % of control where 0% means no effect; nearly all actives have a fitted effect of over 65% in size
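Luminescent ARE reporter assay in AREc32_Fluc cells: overnight plating at 37 deg C, 24 hr compound incubation, Steady-Glo added, 30 min RT before reading.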
HepG2 viability – HepG2 cytotoxicity, counter-screen for TGF-b inhibitors. HepG2 CAGA-GFP viability, ATP luminescence, 18 h. Potency, µM (doses to about 46.1 µM), without a hit: at the top dose activity change, negative = cytotoxicity, actives largely listed as cytotoxic. hit rate 0.76% among 410,000. AID 588856; note: potency is the fitted concentration of half-maximal effect; some results filed as inactive show a strong effect at the top dose
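CellTiter-Glo luminescence gave cytotoxicity after 18 hours at 37 degrees C. The cells were HepG2 CAGA-GFP in 1% FBS DMEM, stimulated with 500 pg/mL TGF-beta after compound addition. %Activity was normalised to no-cell wells (complete cell-killing) and DMSO (no toxicity), and curves were fitted and classified.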
TGFb inhibitor – blocks TGF-b signaling. HepG2 CAGA-GFP TGF-b/SMAD3 reporter, GFP fluorescence, 18 h; TGF-beta stimulated, 500 pg/mL final. Potency, µM (top dose mostly 46.1 µM), for the others: at the highest dose activity, negative = inhibition, hits mostly inhibitors. hit rate 1.2% among 410,000. AID 588855; note: potency is the fitted concentration of half-maximal effect; % is set by controls: 0 for no effect and ±100 for the full control effect; nearly all actives have a fitted effect of over 65% in size
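Cell-based qHTS in HEPG2 carrying a CAGA-GFP Smad reporter; compounds added before 500 pg/mL final TGF-beta, 18 h incubation at 37 degrees C, GFP fluorescence quantified per cell by imaging cytometry.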
MCF10A rerep – induces DNA re-replication in MCF 10a normal breast cells; MCF 10A DNA re-replication, Hoechst nuclear intensity, 48 h; Potency, µM (titrated, usually from 46.1 µM), without a hit: top-dose activity, positive = re-replication, usual class: activators; hit rate 2.9% among 350,000; AID 624296; note: potency is the fitted concentration of half-maximal effect; % of control where 0% means no effect; nearly all actives have a fitted effect of over 50% in size
A549 tox – counter-screen for Nrf2 inhibitors: cytotoxicity in A549 cells | A549 ARE-Fluc cells, CellTiter-Fluor viability, 18-24 h | Potency, µM (series often up to 46 µM), for the others: top-dose activity change, negative = cytotoxicity, hits mostly inhibitors | hit rate 0.16% among 390,000 | AID 504648; note: potency is the fitted concentration of half-maximal effect; % is set by controls: 0 for no effect and ±100 for the full control effect
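A549 ARE_Fluc cells in 5% FBS OPTI-MEM were exposed to compounds in concentration-response for 18-24 h at 37 deg C. Viability was read by CellTiter-Fluor fluorescence (Ex 405/Em 525) after 30 min, before the luciferase read.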
ATXN viability – viability counter-screen for ATXN expression inhibitors. hit rate 0.49% among 400,000. Potency, µM (titrated, usually from 56.7 µM), usual class: cytotoxic. S2 cells (HEK-293 line with an ATXN2-luciferase reporter) viability, CellTiter-Fluor protease fluorescence, 24 h. AID 651635; note: potency is the fitted concentration of half-maximal effect; nearly all actives have a fitted effect of over 40% in size
ATXN2 expr inh – inhibitors of ATXN2 expression; Potency, µM (titrated, usually from 57 µM), for inactives: top-dose activity change, negative = inhibition, actives largely listed as inhibitors; AID 1745845; HEK-293 ATXN2-luciferase reporter, luminescence, 24 h; hit rate 0.72% among 360,000; note: potency is the fitted concentration of half-maximal effect; % is set by controls: 0 for no effect and ±100 for the full control effect; nearly all actives have a fitted effect of over 55% in size
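ATXN2-luciferase reporter cells (luciferase flanked by upstream and downstream ATXN2 gene portions) were treated 24 h at 37 °C with compounds at up to 57 uM. SteadyGlo luminescence gave expression; GF-AFC fluorescence gave viability.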
* = called active by the depositor; i = inactive; ? = inconclusive; / = not tested or not shown; & = joins results of further samples; [ ] = dose if it differs, or a comment. Unless noted, calls come from the whole dose curve; as a rule, active = well fitted curve in the direction sought with a large enough effect; inconclusive = small, poorly fitted or top-dose-only effect, or another doubt; inactive = no such curve, though single readings can be large; an effect the other way counts as inactive or inconclusive. Rows are unselected, and some 8.8% of all compounds hit somewhere here.

structure,Nrf2 inh,IL1B secr inh,Nrf2 activator,HepG2 viability,TGFb inhibitor,MCF10A rerep,A549 tox,ATXN viability,ATXN2 expr inh
Cc1cccc(N=Cc2c(O)cc(C)oc2=O)c1,16%,-20,-0.1%,2%,0%,-12%[9.22 µM],8%,i,-9%
COc1ccc(NC(=O)N(C)C[C@H]2Oc3ccc(NC(=O)Nc4ccc5c(c4)OCO5)cc3C(=O)N([C@H](C)CO)C[C@@H]2C)cc1,7%,6,-0.1%,-9%,-13%,-9%,-1%,i,5%
CC(C)(C)c1ccc(Oc2ccc(NC(=O)CCCC(=O)O)cn2)cc1,6%,-1,-0.3%,-52%,0%,0%,1%,i,-2%
Cc1cccn2cc(CCNC(=O)c3ccco3)nc12,16%,2,-0.3%,1%,-1%,4%,-3%,i,13%
O=C(O)c1cccc(-c2noc(-c3cccc(Cl)c3)n2)c1,?,/,-2.5%,10%,?,14%,-9%&-8%,i,?
O=C(CSc1nnc(-c2ccncc2)o1)Nc1cccc(F)c1,12%,-3,3.6%,0%,0%,-6%,1%,i,39%[activator]
CC[C@]1(c2cccc(C)c2)C(=O)N(C(=O)OC)N1C(=O)OC,?,-105*,0.4%,-19%,?,?,-2%,i,-8%
Cc1ccc(C(=O)COC(=O)CNC(=O)C(c2ccccc2)c2ccccc2)cc1[N+](=O)[O-],-2%,3,-0.3%,-10%,0%,-5%,-5%,i,-6%
NS(=O)(=O)c1ccc(NC(=O)/C=C/c2cn(-c3ccccc3)nc2-c2cccc(Cl)c2)cc1,?,14,-0.2%,-45%,?,?,-19%,?,-27%
Cc1ccc(S(=O)(=O)NNC(=O)c2sc(=S)n(C)c2C)cc1,7%,17,0.4%,3%,12%,7%,-17%,i,1%
CSCC(O)Cn1ncc2ccccc2c1=O (stereo unspecified),13%,-13,0.0%,34%,3%,-9%,-2%,i,-5%
O=C(O)CCSc1nnc(-c2ccc(Cl)cc2Cl)o1,0.058µM*,/,-4.3%,-3%,15%,/,-4%,i,?
c1ccc(Oc2ncnc3oc(-c4ccccc4)cc23)cc1,/,-16,2.4%,6%,-21%,-3%,-2%,i,-14%
Cc1cccc(OCCCCNCc2ccccc2)c1,5%,-72*,2.5%,-17%,9%,-4%,-1%,i,-25%
Cc1nc2cc(S(=O)(=O)N3CCC(C(=O)O)CC3)ccc2n1C1CCCC1,8%,12,-0.2%,17%,-17%,1%,-1%,i,1%
CCOC(=O)c1cccc(NS(=O)(=O)c2cn(C)c(C)n2)c1,/,/,0.3%,-14%,2%,/,2%,i,12%
C=CCNC(=O)/C(C#N)=C/c1c(N(Cc2ccccc2)Cc2ccccc2)nc2ccccn2c1=O,26µM*,-53*,0.7%,-15%,0%,5%,?,?,-26%
Cc1cc(C)n2nc(NCc3ccccc3Cl)nc2n1,19%,/,1.4%,3%,3%,/,4%,i,-7%
O=C1CCCc2c1nc(-c1ccco1)n2O,11%,-6,1.9%,0%,3%,4%,-10%,i,3%
Cc1ccc(S(=O)(=O)N2CCCOC2CNC(=O)C(=O)NCc2ccccc2C)cc1 (stereo unspecified),-2%,0,7.5%,-3%,1%,2%,-2%,i,-5%
CC(C)Oc1ccc2nnnn2n1,-11%,18,0.3%,4%,3%,-3%,-11%,?,7%
CC(=O)Oc1ccc(C(=O)c2ccccc2)c(OC(C)=O)c1,-7%,-7,2.8%,-5%,-3%,-5%,8%,i,-6%[11.3 µM]
CCn1cnc2c1c(=O)n(CC(=O)N1CCc3ccccc31)c(=O)n2Cc1ccccc1,-10%,14,0.3%,-11%,-7%,3%,-1%,i,-3%
CCCCN1CC(=O)N2[C@H]3c4cc(Cl)ccc4OC[C@@H]3[C@H](C(=O)OCC)[C@]2(C)C1=O,-3%,-6,3.7%,-10%,-6%,?,-1%,i,-5%
N=C1/C(=C\c2ccc(-c3cccc(C(=O)O)c3)o2)C(=O)N=C2SC=C(c3ccccc3)N12,11%,0,0.4%,-19%,-16%,3.3µM*,-16%,i,16%
CCCCn1c(N)c(N(CC(C)C)C(=O)c2ccc(F)c(S(=O)(=O)N3CCOCC3)c2)c(=O)[nH]c1=O,-6%,-9,0.2%,2%,-15%,-2%,-5%,i,-8%
Fc1ccccc1N1CC(c2ccccc2)C(c2cccs2)=N1 (stereo unspecified),2%,22,0.3%,-34%,?,?,3%[1.84 µM],/,-11%
CCCNC(=O)Nc1ccccc1C(=O)Nc1ccc(OC)cc1,1%,-13,0.3%,-26%,2%,-6%,-4%,i,4%
O=C(CN1CCN(S(=O)(=O)N2CCCCC2)CC1)Nc1cc(Cl)cc(Cl)c1,-3%,-65*,-0.6%,-21%,?,24%,-9%,i,-13%
COC(=O)c1sccc1NC(=O)c1ccc(OC)cc1OC,3%,0,3.4%,-26%,-15%,-5%,7%,i,0%
CCCCN1C(=O)C(=O)c2cc(Cl)ccc21,1%,38,17%,-86%,13µM*,23µM*,11%,?,?
CC1SCC(=NOCc2c(Cl)cccc2Cl)CS1 (stereo unspecified),?,-9,-0.7%,15%,-11%,9%,-1%,i,11%
Cc1ccc(-n2nc(CO)c(C(=O)NCc3cccs3)n2)cc1,-12%,/,3.9%,-11%,0%,/,6%,/,/
CCN(CC)CCCNC(=O)c1ccc(Cn2c(=O)[nH]c3cc(OC)c(OC)cc3c2=O)cc1,8%[9.27 µM],/,0.0%,5%,0%,/,0%,i,-10%
COc1ccc(CCNC(=O)CSc2nccc(=O)[nH]2)cc1OC,8%,0,-0.1%,1%,-2%,-14%,12%,i,-19%
COc1cc2[nH]c3c(=O)n(N)c(=O)[nH]c3c2cc1OC,2%,15,0.2%,6%,-12%,-14%,1%,i,11%
N#Cc1cccc(S(=O)(=O)NCC(=O)NCCCc2ccccc2)c1,5%,6,0.1%,5%,4%,5%,0%,i,-28%
COC(=O)c1ccccc1NC(=O)Cn1c(=O)n(Cc2ccccc2)c(=O)c2c(C)c(C)sc21,1%,10,-0.9%,17%,10%,-1%,0%,i,-2%
COc1ccccc1NC(=O)COC(=O)c1[nH]c(=O)[nH]c(=O)c1N,8%,28,0.0%,-3%,-1%,-6%,-3%,i,7%
Cc1c(C(=O)N2c3ccccc3Sc3ccccc32)cccc1[N+](=O)[O-],?,-14,-0.1%,-1%,0%,-1%,2%,i,?
Nc1ncnc2c1ncn2[C@@H]1O[C@H](C(=O)NCC2CCN(Cc3ccccc3)CC2)[C@@H](O)[C@H]1O,/,12,-0.9%,-22%,-5%,/,/,i,3%
COC(=O)c1ccc(C2CC(=O)Nc3c2c(C)nn3-c2nc(C)cc(C)n2)cc1 (stereo unspecified),-10%,/,0.5%,-1%,-1%,/,0%,i,-4%
Nc1ccc(Oc2ccc(F)cc2)nc1,8%,15,-0.4%,6%,27%,10%,3%,i,2%
COc1cc(-c2cnc3c(NC(C)=O)cc(-c4ccc(N5CCN(C)CC5)cc4)cn23)cc(OC)c1OC,/,-87*,0.7%,-78%,-7%,/,/,/,14µM*
Cc1ccccc1S(=O)(=O)N(CC(O)CN1C(=O)NC(C)(C)C1=O)c1ccccc1 (stereo unspecified),-7%,-10,0.2%,-3%,-2%,-5%,1%,i,-5%

Entries listed above printed as active in TGFb inhibitor:
| molecule | IL1B secr inh | Nrf2 activator | TGFb inhibitor |
| --- | --- | --- | --- |
| CCCCN1C(=O)C(=O)c2cc(Cl)ccc21 | 38 | 17% | 13µM* |

Further compounds:
structure,Nrf2 inh,IL1B secr inh,Nrf2 activator,HepG2 viability,TGFb inhibitor,MCF10A rerep,A549 tox,ATXN viability,ATXN2 expr inh
CCN1CCN(CC(=O)Nc2sc3c(c2C#N)CCC(C)C3)CC1 (stereo unspecified),20%,-4,-0.1%,-70%,25%,?,4%,i,-4%
COc1ccc(OC)c(NC(=O)c2nnn(CC(=O)Nc3ccc4c(c3)OCO4)c2N)c1,14%,6,-0.5%,7%,-1%,8%,-3%,i,/
CC(C)S(=O)(=O)c1cnc(-c2ccccn2)nc1N,?,4,1.6%,8%,15%,3%,0%,i,13%
CC(C(=O)Nc1ccc(Cl)cc1)N1C(=O)NC2(CCCC2)C1=O (stereo unspecified),5%,-12,0.3%,-18%,4%,17%,-13%,?,-13%
CCSc1nnc(Cc2cc(=O)[nH]c(=O)[nH]2)n1-c1cc(C)ccc1C,-9%,24,0.4%,-6%,-12%,1%,-7%,?,-13%
CCOC(=O)N1CCN(C(=O)C[C@@H]2C[C@@]3(C(=O)OC)CCCCC=C3N(Cc3cccc4ccccc34)C2=O)CC1,/,-10,0.8%,/,/,/,/,?,-35%
CCCCc1c(O)nc(N2CCN(Cc3ccccc3)CC2)[nH]c1=O,2%,15,0.2%,-2%,-29%,5%,1%,i,2%
CCN1C(=O)/C(=C\c2cn(CCC#N)nc2-c2ccc(F)cc2)SC1=S,-10%,-24,0.1%,-1%,8%,-2%,-19%,?,0%
O=C1c2ccccc2C(=O)N1CCC#C/C=C1\c2ccccc2C(=O)N1c1ccccc1,/,42,21%,1%,?,/,/,28µM*,-15%

Source: PubChem
